RAM network inh: yeast RAM network inhibition; 1.8% of 190,000 active; inhibition, % at 50 µM; S. cerevisiae dse1pr::URA3 reporter, 5-FOA growth OD615, 2 d; analog-sensitive cbk1-as2 kinase mutant strain;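 active = inhibition above a set limit, 3 SD over mean compound inhibition, cut at about 8.4% in these data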;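 also: 0% = DMSO-only wells with no growth and 100% = 10 µM 1-NA-PP1 full growth; inhibition rescues growth on 5-FOA so higher OD means more RAM inhibition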
PMI act: increases human mannose-6-phosphate isomerase activity | activation factor at 20 µM | purified human PMI, coupled resazurin fluorescence, 20 min; active compounds read high; 1 = vehicle control, 0 substrate-free wells | 0.005% of 190,000 active | P34949;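 active = activation factor of 2 or more at 20 µM, relative to plate controls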
Redox H2O2 prof: compounds producing H2O2 with reducing agent – biochemical, NIH compound library profiling, artefact control for MLSCN library redox annotation, primary screen | DTT-dependent redox cycling H2O2, phenol red/HRP absorbance; 100% = 100 µM peroxide control, 0% = buffer | activation, % at 10 µM | 0.03% of 200,000 active;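 active = activation of at least 50% relative to the plate's high and low controls in the primary single-dose screen; inactive = activation below 50%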;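 also: compound incubated with DTT at 0.8 mM final as the reducing agent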
G6PDH CS: counter-screen for G6PDH assay hits: L. mesenteroides G6PDH inhibition. inhibition, % at 5 µM. AID 1020. Purified L. mesenteroides G6PDH, diaphorase/resazurin coupled fluorescence, 45 min. 0.12% of 200,000 active
Diaph act CS: diaphorase activation or chemical reduction counter-screen. Diaphorase/resazurin coupled assay, resorufin fluorescence, 16 min; active compounds read high; 1 = vehicle wells, 0 = NADH-free wells. activation factor at 20 µM. 0.005% of 190,000 active. AID 1229;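 active = diaphorase activity raised at least twofold by the compound at 20 µM; inactive = activation factor below 2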
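Material: bacterial diaphorase enzyme (C. kluyveri); amount: enzyme 0.07 U/mL final; reagent: NADH substrate 0.114 mM plus resazurin dye 0.1 mM, final; doses: single compound dose of 20 µM, 1% DMSO final; timing: 16 min enzyme reaction, ambient temperature; measured by: fluorescence of resorufin, 544 nm excitation, 590 nm emission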
S1P3 antagonist: blocks the human S1P3 receptor. CHO S1P3 NFAT-BLA reporter, FRET fluorescence, antagonist mode. inhibition, % at 4.98 µM. 0.27% of 170,000 active. AID 485;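 active = inhibition above the plate cutoff, the mean inhibition of test wells on that plate plus 3 SD, cut at about 28% in these data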;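 also: cells challenged with S1P at its EC80 of 0.8 µM; blue over green emission ratio from cleaved BLA substrate after 4 h stimulation; 0% = S1P-stimulated wells and 100% = unstimulated DMSO-only wells; some compounds past the cut are filed as inactive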
Hsp70 activator: transcriptional activators of Hsp70. activation, % at 10 µM. HeLa Hsp70 promoter luciferase reporter, luminescence; scaled: vehicle 0, proteasome-inhibitor control 100%. 0.04% of 200,000 active;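 active = activation above the mean across all tested compounds plus 3 SD, cutoff set per campaign, cut at about 5.5% in these data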;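 also: 100% = MG132 at 30 µM as the positive control and 0% = DMSO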
Diaph inh CS: inhibits diaphorase or chemically oxidizes, flagging diaphorase assay artifacts; diaphorase resazurin-to-resorufin fluorescence, NADH, 16 min; bacterial (C. kluyveri) enzyme, not human; inhibition, % at 20 µM; 0.69% of 190,000 active; AID 1217;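 active = primary screen inhibition at 20 µM above a set limit, cut at about 50% in these data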;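 also: plate controls were DMSO with full reaction for no effect and wells lacking NADH for full effect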
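Test system: diaphorase enzyme from Clostridium kluyveri; amount: diaphorase at 0.14 U/mL in enzyme working solution; detection: fluorescence of resorufin formed from resazurin, Ex 544/Em 590 nm; times: reaction incubation of 16 min at room temperature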
L major viab: Leishmania major promastigote growth inhibition | AID 1063 | inhibition, % at 10 µM | Leishmania major promastigotes, resazurin fluorescence viability | 9% of 200,000 active;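 also: promastigotes grown with compound for 44 hours at 28 °C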
PMI act satM6P: increases human PMI activity with near-saturating mannose 6-phosphate; coupled PMI enzyme assay, resazurin fluorescence, 20 min; active compounds read high; 1 = untreated enzyme, 0 = substrate-free blank; activation factor at 20 µM; 0.34% of 190,000 active;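 active = activation factor of 2 or more at 20 µM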
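assay system = human phosphomannose isomerase with PGI, G6PDH, diaphorase coupling enzymes | quantity = 15 ng/mL PMI | incubation = enzyme reaction with compound 20 min at room temperature | medium = HEPES pH 7.4 buffer with MgCl2 and Tween-20 | compound dosing = one concentration, 20 µM, in 1% DMSO | measured by = Diaphorase-driven resazurin-to-resorufin fluorescence, excitation 544, emission 590 nm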
TLR4 MyD88 comp: inhibitors of human TLR4-MyD88 binding | O00206+Q99836 | HeLa CL3-4 TLR4/MyD88 BLA complementation, FRET ratio | inhibition, % at 8.4 µM | 0.18% of 200,000 active | AID 861; in the data active = inhibition above about 25%;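 also: 0% = vehicle and 100% = reference inhibitor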
Target sequence (O00206 whole entry, looked up): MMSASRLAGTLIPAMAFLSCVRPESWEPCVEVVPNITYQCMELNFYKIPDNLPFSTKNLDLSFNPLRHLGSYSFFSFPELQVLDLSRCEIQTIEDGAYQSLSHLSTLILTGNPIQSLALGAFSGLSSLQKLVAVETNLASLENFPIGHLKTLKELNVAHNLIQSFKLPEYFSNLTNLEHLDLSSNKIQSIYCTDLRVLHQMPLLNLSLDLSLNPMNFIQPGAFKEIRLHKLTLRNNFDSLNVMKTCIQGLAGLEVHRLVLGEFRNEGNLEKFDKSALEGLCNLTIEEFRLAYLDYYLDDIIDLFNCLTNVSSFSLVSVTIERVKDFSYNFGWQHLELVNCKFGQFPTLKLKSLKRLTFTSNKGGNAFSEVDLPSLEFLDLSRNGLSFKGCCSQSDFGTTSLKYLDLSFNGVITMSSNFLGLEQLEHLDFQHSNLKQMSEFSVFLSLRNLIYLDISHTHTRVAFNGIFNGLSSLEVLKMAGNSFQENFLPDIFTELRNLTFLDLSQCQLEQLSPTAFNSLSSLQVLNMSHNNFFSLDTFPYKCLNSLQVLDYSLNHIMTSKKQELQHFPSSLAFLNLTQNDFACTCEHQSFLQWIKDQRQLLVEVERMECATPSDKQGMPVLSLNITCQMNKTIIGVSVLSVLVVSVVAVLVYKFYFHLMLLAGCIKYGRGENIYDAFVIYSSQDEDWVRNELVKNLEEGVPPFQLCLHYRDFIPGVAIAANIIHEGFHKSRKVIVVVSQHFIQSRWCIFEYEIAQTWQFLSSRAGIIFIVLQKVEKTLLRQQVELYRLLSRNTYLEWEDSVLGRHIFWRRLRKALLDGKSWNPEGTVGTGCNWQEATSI
Target sequence (Q99836 whole entry, looked up): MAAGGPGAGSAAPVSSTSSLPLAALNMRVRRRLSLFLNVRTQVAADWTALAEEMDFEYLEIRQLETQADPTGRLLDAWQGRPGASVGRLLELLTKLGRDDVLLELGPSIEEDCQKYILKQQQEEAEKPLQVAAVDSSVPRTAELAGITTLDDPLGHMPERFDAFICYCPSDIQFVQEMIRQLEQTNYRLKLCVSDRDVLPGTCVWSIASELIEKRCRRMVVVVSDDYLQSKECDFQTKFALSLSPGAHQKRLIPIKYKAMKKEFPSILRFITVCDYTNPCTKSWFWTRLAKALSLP
The depositor's hits bear a star; . = no result given. Rule as the data show it, unless noted: active = inhibition above about 50%; inactive = the rest.

SMILES	RAM network inh	PMI act	Redox H2O2 prof	G6PDH CS	Diaph act CS	S1P3 antagonist	Hsp70 activator	Diaph inh CS	L major viab	PMI act satM6P	TLR4 MyD88 comp
CC(C)CC(=O)N1CC(C)N(C(=O)CC(C)C)CC1C (stereo unspecified)	1.2	0.9	-0.6	2	0.9	-11	0.8	11	-4	0.9	-2
CCN1CCN(C(c2ccccn2)c2c(NC(=O)c3ccccc3)sc(C)c2C)CC1 (stereo unspecified)	0.5	1.2	-5.0	10	0.9	.	-0.4	6	17	1.1	5
CCOC(=O)CC1=CSC2=NS(=O)(=O)CCN12	1.0	1	-0.7	12	0.8	2	-0.3	16	-3	1	3
CN1CCN(CCCC(=O)c2ccc(C3CCCC3)cc2)CC1	0.5	1.2	-0.7	3	1.1	-8	-0.1	-5	97*	1.1	-13
COc1cccc(OCCCCCN2CCOCC2)c1	1.4	0.9	-0.6	6	0.9	-23	-0.1	8	99*	0.9	-3
Cc1ccc2nc(SCC(=O)N3CCCC3)[nH]c2c1	1.4	1.1	2.4	6	1.1	-38	-0.2	-7	14	1.1	0
COC(=O)NCC(c1ccco1)N1CCN(c2ccc(F)cc2)CC1 (stereo unspecified)	1.1	0.9	0.1	4	1	-22	-0.3	4	-6	1	4
O=C(Nc1cc(N2CCOCC2)ncn1)c1ccc(F)cc1	3.0	0.9	-1.5	13	0.9	-3	0.1	5	-1	1	13
CCOc1c(/C=C(\C#N)C(N)=O)c2ccccc2n1CC	0.1	0.9	-0.1	4	0.9	-1	-0.4	10	8	0.9	9
O=C(CNC(=O)c1ccco1)OCC(=O)c1ccc2c(c1)CCCC2	-0.1	1	0.7	18	0.9	-22	-0.5	13	-3	0.8	15
Cc1cc(C)c2nc(NC(=O)c3cc(C)on3)sc2c1	3.0	1	0.0	1	1.1	.	-0.2	-5	0	1	13
O=S(=O)(Cc1ccccc1)/C1=C(\N2CCOCC2)CCCCCC1	0.1	0.9	2.5	19	0.9	.	-0.4	15	-3	0.9	-4
CCC(C(=O)Nc1nccs1)c1ccccc1 (stereo unspecified)	2.4	1.1	-2.9	-1	0.9	-7	0.2	10	-4	1.1	7
Cc1nc(-c2ccccc2)sc1C(=O)/C=C/c1ccccc1	2.7	0.8	-4.6	6	0.9	.	-0.2	14	49	0.9	2
Cc1ccc(Cn2c(=N)c(C#N)cc3c(=O)n4cccc(C)c4nc32)cc1	0.4	.	-0.7	10	.	3	-0.2	.	-4	.	11
COc1ccccc1N1C(N)=NC(N)=NC1(C)C	0.9	1.1	-0.3	4	1.1	-37	-0.3	-7	2	1.1	-5
Cc1cc(=O)[nH]c(SCc2cc(=O)n3nc(C)sc3n2)n1	0.1	1.1	-0.8	5	1.1	-31	-0.4	-8	-3	1.1	1
COc1ccc(S(=O)(=O)N2CCC(C(=O)Nc3c(F)cccc3F)CC2)cc1	0.2	1	-1.5	8	0.9	-8	-0.4	9	-6	0.9	9
Cc1cccc(C(=O)N2CCN(C(=O)c3cccc(C)c3)C(C)C2)c1 (stereo unspecified)	0.6	0.8	0.5	-4	0.9	32	0.5	13	-6	0.9	-6
COc1ccccc1C(=O)N(Cc1ccco1)C1CCS(=O)(=O)C1 (stereo unspecified)	0.4	1	-0.1	-1	1	6	-0.3	-2	-8	1.1	-3

Entries of single compounds, quoted from the list. Screens in order: RAM network inh, PMI act, Redox H2O2 prof, G6PDH CS, Diaph act CS, S1P3 antagonist, Hsp70 activator, Diaph inh CS, L major viab, PMI act satM6P, TLR4 MyD88 comp
`O=C(CNC(=O)c1ccco1)OCC(=O)c1ccc2c(c1)CCCC2` is entered as -0.1, 1, 0.7, 18, 0.9, -22, -0.5, 13, -3, 0.8, 15
`COc1ccc(S(=O)(=O)N2CCC(C(=O)Nc3c(F)cccc3F)CC2)cc1` is entered as 0.2, 1, -1.5, 8, 0.9, -8, -0.4, 9, -6, 0.9, 9
`Cc1cc(C)c2nc(NC(=O)c3cc(C)on3)sc2c1` is entered as 3.0, 1, 0.0, 1, 1.1, ., -0.2, -5, 0, 1, 13

Continued.
SMILES	RAM network inh	PMI act	Redox H2O2 prof	G6PDH CS	Diaph act CS	S1P3 antagonist	Hsp70 activator	Diaph inh CS	L major viab	PMI act satM6P	TLR4 MyD88 comp
CCC(C)(C)n1nnnc1C(c1ccccc1)N1CCN(Cc2ccccc2)CC1 (stereo unspecified)	1.0	0.9	-0.7	6	0.8	0	-0.4	20	8	0.9	8
Cn1cccc1CC(=O)NNC(=O)Nc1ccc(F)cc1	2.3	1	-0.2	-10	1	3	0.1	4	-8	1.1	0
Nc1ccc(-n2nncc2-c2ccc(Cl)cc2)cc1	3.5	1.1	-1.1	4	1	.	-0.1	3	-3	1.1	-6
O=C(NCCO)c1ccc2c(c1)S(=O)(=O)c1ccccc1C2=O	1.6	1	-0.3	-1	0.9	22	0.5	8	0	1.1	15
Cc1ccc(C)c(S(=O)(=O)Nc2ccc(C(=O)NCCc3ccccn3)cc2)c1	1.1	1	-0.6	12	1	-22	0.0	3	-5	1	-9
CC(=O)O/N=C/c1c(Cl)n(C)c2ccccc12	3.6	0.9	-0.5	-8	0.9	-16	-0.1	8	8	1	-5
CC(C)(C)c1ccc(C(=O)NC(=S)NCc2cccnc2)cc1	-0.7	0.9	-0.5	12	1	1	-0.2	-3	12	1.1	-2
Cc1ccc(N2CCN(/N=C/c3ccccc3)CC2)cc1	0.3	1	8.0	5	0.9	-8	-0.3	7	-1	1	-7
COc1ccccc1CNC(=O)/C=C/c1cc2c(cc1Br)OCO2	2.2	0.9	-2.2	15	1	.	-0.1	0	-5	1	0
Cc1cc(NC(=O)CCN2C(=O)C3C4C=CC(C4)C3C2=O)ccc1Br (stereo unspecified)	2.8	1	-2.8	3	1	-6	-0.1	1	-3	1	5
CSCC[C@H](NC(=O)OC(C)(C)C)C(=O)N1CCC(C(=O)N[C@H](C(=O)O)C(C)C)CC1	0.3	1	-1.4	3	0.8	-3	0.5	16	-1	1	1
OCCSc1nnc(Nc2ccccc2)s1	0.3	1	-0.2	15	1	8	-0.1	-2	2	1	-11
CCCCc1nnc(NC(=O)CSc2nc(=O)cc(N)n2-c2ccccc2)s1	-0.2	0.9	0.7	0	0.9	6	-0.3	14	-8	1	-3
Cn1c2ccccc2c2cc(C(=O)N3CCOCC3)sc21	-0.1	1.1	0.5	6	0.9	.	0.4	10	-1	1.1	-7
COc1cccc(CCNC(=O)CC2C(=O)NCCN2Cc2ccc(Cl)c(F)c2)c1 (stereo unspecified)	0.9	1	0.2	-3	0.8	1	0.0	18	-1	0.7	6
COc1cccc(C(=O)/C=C/Nc2cccc(O)c2)c1	2.5	0.9	0.2	2	0.9	.	-0.3	12	-3	1	1
CC(NC(=O)Cc1cccs1)c1ccc2c(c1)OCO2 (stereo unspecified)	1.6	0.9	0.6	0	0.7	-2	-0.2	25	0	0.9	-10
O=C(CCN1C(=O)COc2ccccc21)NCCC1=CCCCC1	1.1	0.8	-2.3	6	0.9	-1	-0.4	13	-5	0.8	12
COC(=O)CSC1=C(C#N)C(c2ccsc2)CC(=O)N1 (stereo unspecified)	-0.1	1.1	1.6	0	1	.	0.4	-2	-1	0.9	2
O=C(OCC(=O)c1cccs1)c1cccc(C(=O)OCC(=O)c2cccs2)n1	0.3	0.9	-8.6	-2	0.8	.	-0.3	22	-15	0.9	11
O=C(C1=C(c2ccccc2)C(=O)c2ccccc2C1=O)c1ccccc1	2.1	0.5	1.0	58*	0.6	-4	-0.3	40	24	0.3	-12
Cc1ccc(S(=O)(=O)/C(C#N)=C/c2ccccc2OCc2ccccc2)cc1	8.6*	0.9	0.2	-7	1	-11	-0.4	-1	11	1.1	-4
CC(=O)c1ccc(NC(=O)COC(=O)c2ccccc2N=Nc2ccc(N(C)C)cc2)cc1	2.1	0.9	0.1	-39	0.9	0	-0.2	7	24	1	1
N#CCC(=O)NCC1(c2ccccc2)CCCC1	-0.7	0.9	-0.1	-4	0.9	2	-0.4	13	2	0.9	-7
CC1CCCN(C(=S)NC2CCCC2)C1 (stereo unspecified)	0.1	1	-0.5	-5	0.9	-13	-0.3	8	3	1.1	0
COC(=O)c1sccc1NC(=O)C1CC2CCC1C2 (stereo unspecified)	3.3	0.9	3.8	-2	0.9	4	0.0	12	2	1	3
N#Cc1ncc(C(F)(F)F)cc1Sc1ccccc1N	1.2	0.9	0.1	4	0.9	.	-0.2	12	-4	0.9	1
O=C1COc2ccc(-c3csc(NCC4CCCO4)n3)cc2N1 (stereo unspecified)	0.7	1.2	-0.3	14	0.9	11	-0.1	11	-8	1.1	-20
CC(=O)Nc1ccc(NC(=O)Nc2ccccc2C)cc1	0.2	0.9	-0.1	14	1	4	-0.4	-1	-8	0.9	15
CCSc1cc(N2CCCC2)nc(-c2cccc(C)c2)n1	0.0	0.9	-0.2	8	0.8	-4	-0.2	16	4	0.8	-10
O=C1CC(c2cc(F)ccc2F)c2cc3c(cc2N1)CCC3 (stereo unspecified)	3.6	0.8	0.8	17	0.9	-7	-0.1	8	18	0.8	-9
O=C(COC(=O)c1ccccc1NC(=O)c1ccco1)NCc1ccc2c(c1)OCO2	5.3	1.1	0.0	7	0.9	-11	0.2	9	-7	1	1
CC(=O)c1ccc(N2CCN(C(=O)Nc3ccc(F)cc3)CC2)cc1	-0.2	1	-0.9	5	1.1	5	0.0	-7	29	1	-2
Cc1onc(CO)c1C(=O)Nc1nccs1	3.1	0.9	3.4	0	0.8	0	-0.1	20	-7	0.9	9
Cc1c(/C=N/NC(=O)c2cccnc2)c2ccccn2c1C(=O)c1ccc(F)cc1	5.6	0.9	-0.4	10	0.7	-3	0.0	28	53*	0.9	-8
Cc1ccc(C(=O)/C=C/Nc2cccc([N+](=O)[O-])c2)o1	0.4	0.8	0.1	4	0.8	7	-0.3	22	-4	0.9	-13
Cc1nn(-c2ccc(F)cc2F)c2c1-c1nc(N3CCCC3)ncc1CC2	-0.8	0.9	2.2	4	0.6	47	0.1	37	22	0.6	7
Cc1cc(=O)[nH]c(SCc2nnc(-c3ccccc3)o2)n1	-2.0	1.1	-0.2	-2	1	.	0.1	0	-6	1.1	-3
